Apaf-1 inh = blocks human Apaf-1 apoptosome activity; O14727; reconstituted apoptosome caspase-3 activity, DEVD-Rh110 fluorescence; inhibition, % at 20 µM; 330,000 compounds, 0.71% hits; AID 489030; active = inhibition of at least 40% at 20 µM;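 note: plate controls were DMSO wells for no effect and DEVD-CHO caspase inhibitor wells for full effect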
Target sequence (O14727 whole entry, looked up): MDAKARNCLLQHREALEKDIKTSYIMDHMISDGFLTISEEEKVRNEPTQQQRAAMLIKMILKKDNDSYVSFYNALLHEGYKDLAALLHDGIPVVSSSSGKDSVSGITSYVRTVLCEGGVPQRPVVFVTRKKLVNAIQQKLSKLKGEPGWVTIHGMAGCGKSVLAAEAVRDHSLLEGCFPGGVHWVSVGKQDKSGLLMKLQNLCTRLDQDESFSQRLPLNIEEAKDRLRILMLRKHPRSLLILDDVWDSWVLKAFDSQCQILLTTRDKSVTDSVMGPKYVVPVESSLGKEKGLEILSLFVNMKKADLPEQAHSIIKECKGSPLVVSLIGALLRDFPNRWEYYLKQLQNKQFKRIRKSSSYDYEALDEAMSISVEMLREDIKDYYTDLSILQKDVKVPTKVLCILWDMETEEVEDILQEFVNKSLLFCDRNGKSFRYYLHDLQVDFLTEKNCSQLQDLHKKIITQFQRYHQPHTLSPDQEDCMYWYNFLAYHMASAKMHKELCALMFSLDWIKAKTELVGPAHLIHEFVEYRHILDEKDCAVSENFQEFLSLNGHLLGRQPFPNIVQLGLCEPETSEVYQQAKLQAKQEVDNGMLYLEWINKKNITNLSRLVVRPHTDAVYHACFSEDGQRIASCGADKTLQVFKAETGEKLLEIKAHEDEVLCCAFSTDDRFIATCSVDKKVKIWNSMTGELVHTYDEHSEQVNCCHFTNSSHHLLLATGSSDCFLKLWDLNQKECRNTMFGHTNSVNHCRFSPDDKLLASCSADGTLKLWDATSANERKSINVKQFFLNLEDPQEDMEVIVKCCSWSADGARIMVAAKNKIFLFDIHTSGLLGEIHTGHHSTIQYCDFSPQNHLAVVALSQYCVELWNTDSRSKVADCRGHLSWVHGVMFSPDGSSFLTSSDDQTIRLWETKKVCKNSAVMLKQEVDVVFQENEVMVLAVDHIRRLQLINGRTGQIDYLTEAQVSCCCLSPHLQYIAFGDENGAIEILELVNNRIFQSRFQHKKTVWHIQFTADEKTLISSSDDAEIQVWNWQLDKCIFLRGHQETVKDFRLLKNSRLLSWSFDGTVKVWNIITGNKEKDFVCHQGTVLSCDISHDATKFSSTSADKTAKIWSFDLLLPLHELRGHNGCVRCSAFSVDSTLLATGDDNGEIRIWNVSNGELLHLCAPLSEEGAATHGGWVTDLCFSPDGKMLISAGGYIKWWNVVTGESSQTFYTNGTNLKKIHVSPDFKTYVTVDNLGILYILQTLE
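Material: reconstituted apoptosome with Apaf-1, cytochrome c, caspase-9, procaspase-3, dATP. Technique: Rh110 fluorescence intensity. Buffer or medium: pH 7.5 Hepes buffer with CHAPS, BSA, DTT. Times: 30 min plus 50 min, RT.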
UBC13 inh = blocks human UBC13 polyubiquitin chain formation | P61088 | TR-FRET | inhibition, % at 20 µM | 330,000 compounds, 0.47% hits | AID 485273; in the data active = inhibition above about 45%, passing the limit was not always enough
697 NFkB inh = lowers PMA/ionomycin-induced NF-kB signal in 697 B cells | inhibition, % at 4 µM | 697 B-cell NF-kB luciferase reporter, 16 h | 330,000 compounds, 0.33% hits; in the data active = inhibition above about 35%
SENP8 inh = SENP8 protease inhibition; Q96LD8; purified SENP8, Z-RLRGG-aminoluciferin cleavage, luminescence; inhibition, % at 10 µM; 330,000 compounds, 1.2% hits; AID 2540
CCR6 antag = antagonists of human CCR6 receptor. CHO-K1 CCR6 PathHunter beta-arrestin, luminescence, CCL20-stimulated. inhibition, % at 20 µM. 340,000 compounds, 0.49% hits. P51684. AID 493098;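 active = compounds whose inhibition of the agonist-driven luminescence signal at 20 µM reaches about 50%, limit read from the data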;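 note: cells stimulated with CCL20 at 14 nM final; plate controls were DMSO with CCL20 for no effect and DMSO without agonist for full effect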
Gli-Sufu block = Gli-Sufu pathway antagonism; Sufu-KO-LIGHT fibroblasts, Gli luciferase reporter luminescence; inhibition, % at 5 µM; 340,000 compounds, 0.74% hits; AID 588413;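 active = inhibition above about 55%, limit read from the data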;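 note: 0% = DMSO-treated cells and 100% = wells with medium but no cells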
Jurkat NFkB inh = lowers PMA/ionomycin-induced NF-kB signal in Jurkat cells | PMA/ionomycin-induced NF-kB luciferase reporter, luminescence | 330,000 compounds, 0.53% hits | inhibition, % at 4 µM | AID 435003
EBI2 block = blocks human EBI2 receptor beta-arrestin signaling | AID 651636 | inhibition, % at 5 µM | EBI2 beta-arrestin recruitment, luminescence, 7a,25-OHC stimulated | P32249 | 360,000 compounds, 0.81% hits; in the data active = inhibition above about 38%;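 note: enzyme fragment complementation signal reports receptor beta-arrestin coupling in cells; 0% = agonist plus DMSO wells and 100% = wells without agonist; some results beyond the cut were filed as inactive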
* = called active by the depositor; nt = no result given. Cut-off read from the data, not from the text of the source, unless noted: active = inhibition above about 50%; inactive = the rest. The list is partial (hit frequency here may not be typical).

Fields: Apaf-1 inh	UBC13 inh	697 NFkB inh	SENP8 inh	CCR6 antag	Gli-Sufu block	Jurkat NFkB inh	EBI2 block
- CCC(=O)Nc1ccc(N2CCN(C(=O)c3cccs3)CC2)cc1
  -6	-12	-13	-6	-3	-9	-2	-15
- CCOC(=O)C1=CNS(=O)(=O)NC1c1ccc2ccccc2c1 (stereo not given)
  22	nt	10	nt	21	-8	nt	-7
- CCN(Cc1ccccc1)C(c1ccncc1)c1nnnn1C(C)(C)C (stereo not given)
  -21	1	-22	0	9	7	-1	8
- COCCCNC(=S)NCCCNc1nc2cc3c(cc2cc1C#N)OCO3
  -7	7	9	5	2	3	8	1
- CN1CCN(C(=O)CCN2C(=O)S/C(=C/c3ccc(Cl)cc3)C2=O)CC1
  -8	-12	-26	2	4	6	8	-3
- c1ccc2cc(OCCN3CCCC3)ccc2c1
  -6	-5	-9	-5	-5	7	-10	3
- CC(C)c1ccc(S(=O)(=O)N2CCN(C(=O)C3CCCC3)CC2)cc1
  13	-5	0	-3	8	20	14	7
- OC(CNc1ncnc2sccc12)c1ccccc1 (stereo not given)
  3	8	-95	-4	9	28	-24	3
- CC(NC(=O)COc1cc(=O)n(C)c2ccccc12)c1ccc2c(c1)OCCO2 (stereo not given)
  6	-4	-9	6	12	10	2	-3
- CSCCC(/C(O)=C(\C#N)c1nc2ccccc2[nH]1)N1C(=O)c2ccccc2C1=O (stereo not given)
  13	-15	-33	-3	11	-1	-10	-4
- COc1ccc(Nc2nccc(N(C)C)c2C#N)cc1
  -2	4	1	3	6	-4	5	3
- CCOC(=O)CCNC(=O)N1CCCC(CCC(=O)N(C)CCc2ccccn2)C1 (stereo not given)
  -3	-6	6	-13	14	-6	-2	3
- COc1ccc(OCC(=O)NNC(=O)c2cc3ccccc3o2)cc1
  2	-6	-28	-10	-3	1	6	4
- Cc1cccc(OCCn2c(CCCO)nc3ccccc32)c1
  14	-6	-61	-9	5	2	-8	5
- CC1(C)CC(=O)C=C(NCCc2ccc(S(N)(=O)=O)cc2)C1
  -9	4	-4	10	-14	1	1	-8
- COc1ccc(C(=O)N[C@H](C(=O)NCCCSc2ccccc2)C(C)C)cc1
  1	4	-1	6	16	-2	-5	10
- COc1ccc(C(=O)NNC(=O)c2ccccc2[N+](=O)[O-])cc1
  -19	9	-2	-4	17	-28	-12	-11
- CCCCOC(=O)CCc1c(C)[nH]c(=S)[nH]c1=O
  -11	4	8	3	5	-3	8	4
- Cc1ccc(C(c2nnnn2CC2CCCO2)N2CCN(C)CC2)cc1 (stereo not given)
  -19	2	-4	1	0	0	-4	2
- Cc1nn(-c2ccccc2)nc1CNC(=O)C1CCC1
  2	5	9	-3	4	0	4	-2
- Cc1c(NC(=O)C(C)N2C(=O)C3C4C=CC(C4)C3C2=O)c(=O)n(-c2ccccc2)n1C (stereo not given)
  3	-8	-6	-11	-4	4	-10	-11
- O=c1cc(-c2ccccc2)nc2cc(-c3ccc(Br)cc3)[nH]n12
  15	2	-26	26	-1	-32	-21	6
- COc1cc(C(=O)NCC(=O)N/N=C(/C)c2ccc3c(c2)CCCC3)cc(OC)c1OC
  19	-4	-16	-13	1	3	-19	4
- Cc1ccc(S(=O)(=O)N2[C@@H](c3cccc(Cl)c3)C(C(=O)O)=CC[C@H]2c2ccc(Cl)c(Cl)c2)cc1
  33	-34	-7	3	-1	1	-4	-10
- COC(=O)c1ccc(NS(=O)(=O)c2ccc(-c3cc(C)no3)s2)cc1
  3	-8	-10	-2	9	-1	-4	-10
- Cc1ccccc1NC1=CC(=O)CC(C)(C)C1
  -8	10	17	-12	-7	-3	-2	-5
- COc1cc2c(cc1OC)C(C)N(S(=O)(=O)c1cccs1)CC2 (stereo not given)
  4	5	-16	3	4	7	-1	-3
- CCOC(=O)N1CCN(Cc2nc3cc(NC(C)=O)ccc3n2CC)CC1
  1	0	6	3	-3	3	6	-9
- Cc1cc(NC(C)C)n2c(nc3ccccc32)c1C#N
  -10	9	4	7	6	0	11	-31
- CCOC(=O)CSc1nc(C)c(C(C)=O)cc1C#N
  -6	12	-10	-2	4	5	1	-3

Other records follow:
Fields: Apaf-1 inh	UBC13 inh	697 NFkB inh	SENP8 inh	CCR6 antag	Gli-Sufu block	Jurkat NFkB inh	EBI2 block
- COc1ccccc1C1CC(c2cccc(NS(C)(=O)=O)c2)=NN1S(=O)(=O)c1ccccc1 (stereo not given)
  9	0	-13	1	14	2	3	6
- Cc1cccc(C)c1NC(=O)CNC(=O)c1ccc(COc2ccccc2)cc1
  -8	9	14	-1	-1	3	-8	0
- CCCCNc1c(-c2ccc(SC(C)CC)c(OC)c2)nc2ccc(Cl)cn12 (stereo not given)
  37	8	-15	4	6	2	-1	26
- CCCS(=O)(=O)N1CCC(C(=O)N2CCCC2)CC1
  -2	4	3	-10	-8	6	-18	0
- CC12CCC(C(=O)N(CSC(=S)N/N=C\c3ccccc3O)C1=O)C2(C)C (stereo not given)
  -1	-106	-19	-5	-8	-7	3	7
- CC(C)[C@H](NC(=O)c1ccccc1)C(=O)OCC(=O)N1CCN(C(=O)c2ccco2)CC1
  4	-7	16	-2	6	7	-4	0
- Cc1ccc(C)c(NC(=S)/C(=C(\[O-])c2ccc(OC(F)F)cc2)[n+]2ccccc2)c1
  3	-5	6	-1	12	10	9	-10
- O=C(Cc1cc2ccccc2o1)NCc1ccc(F)cc1
  0	3	-2	-2	18	6	18	8
- Cn1nc([N+](=O)[O-])nc1Sc1nnnn1-c1ccc(C(=O)O)cc1
  0	-2	4	-6	-13	-3	-15	-9
- O=[N+]([O-])c1ccccc1S(=O)(=O)N1CCc2ccccc2C1
  4	2	-8	2	9	-11	1	-1
- Cc1cnc(NS(=O)(=O)c2ccccc2)c(Br)c1
  -9	4	2	-3	3	8	6	10
- COc1ccc2c(c1)c1ncn(CCc3ccccc3)c(=O)c1n2C
  9	18	-16	2	-1	0	-4	15
- CN(C)CCCN(C(=O)c1ccc(Cl)s1)c1nc2cc3c(cc2s1)OCO3
  12	13	-16	-10	4	18	-29	7
- C=CC[C@H](CC(=O)N(CCO)Cc1ccccc1)C(=O)N[C@H](C)COC(=O)[C@@H](CC=C)Cc1ccc(F)cc1
  22	1	2	-6	16	-15	8	8
- Cc1[nH]c2ccccc2c1C(C[N+](=O)[O-])c1cccc(O)c1 (stereo not given)
  -6	2	-3	4	7	-13	4	1
- O=c1[nH][nH]c(C(F)(F)F)c1C=NCc1cccs1
  -13	-3	17	1	-17	-6	-6	-26
- CC(=O)Nc1ccc(NC(=O)C(C)N2CCN(S(=O)(=O)c3ccc(C)cc3)CC2)cc1 (stereo not given)
  4	5	25	-3	15	-15	6	-8
- O=C(c1sc2ccccc2c1Cl)N1CCN(c2ccccc2F)CC1
  25	-10	16	-9	9	1	-7	1
- COC(=O)C(Cc1ccc(O)cc1)NC(=O)CCNC(=O)c1ccco1 (stereo not given)
  2	6	9	6	0	-15	6	4
- CCOc1ccc(/C=C/C(=O)Nc2cccc(C(C)=O)c2)cc1
  2	3	-61	11	-2	-56	-51	35
- CC1CN(c2nc3ccccn3c(=O)c2/C=C(\C#N)S(=O)(=O)c2ccccc2)CC(C)O1 (stereo not given)
  9	0	1	0	15	3	-3	-5
- Cc1ccc(C(=O)N2CCN=C2SCc2ccc([N+](=O)[O-])cc2)cc1
  14	3	14	5	8	1	-5	10
- COc1cccc(OC)c1C(=O)Nc1ccccc1C(=O)N1CCCCCC1
  6	1	-6	4	5	25	4	-7
- C=CCn1cc(C(=O)N2CCN(C)CC2)c(=O)c2cc(S(=O)(=O)N(CC)CC)ccc21
  -6	0	-3	4	5	-17	4	-12
- COCC(=O)Nc1ccc(OC)c(Cl)c1
  -9	2	22	1	7	-2	-4	-5
- O=C(N/N=C/c1c(Cl)cccc1Cl)C(=O)NC1CC1
  2	-11	1	-4	-4	6	-11	0
- COc1cc(S(=O)(=O)N2CCOCC2)ccc1NC(=O)COC(=O)COc1ccccc1
  -4	6	0	0	-3	-2	4	-3
- Cc1cc(C)c(C#N)c(SCCS(=O)(=O)c2ccc(Cl)cc2)n1
  -8	3	0	1	22	12	11	13
- O=C(Nc1cccc(Cl)c1)OCc1cn(-c2ccc(Cl)cc2)nn1
  -5	11	18	-7	-12	2	6	-3
- COc1ccccc1C(=O)NC(CCSC)C(=O)NC1CCCCCC1 (stereo not given)
  2	4	14	-3	20	-19	8	10

(next part)
Fields: Apaf-1 inh	UBC13 inh	697 NFkB inh	SENP8 inh	CCR6 antag	Gli-Sufu block	Jurkat NFkB inh	EBI2 block
- COC(=O)c1ccc(OC(=O)N2CCOCC2)cc1
  -8	8	11	10	5	-2	7	-9
- COc1cccc(N2CC(C(=O)NCc3n[nH]c(=O)c4ccccc34)CC2=O)c1 (stereo not given)
  9	-8	-40	7	-3	-6	8	-6
- Cc1ccc(-c2nnn(CC(=O)N(Cc3cccs3)C(C(=O)NC3CCCC3)c3ccco3)n2)o1 (stereo not given)
  -1	-5	24	-5	9	6	18	2
- CC(=O)N1c2ccc(S(=O)(=O)N3CCCCC3)cc2CC1C(=O)NCc1ccc(N(C)C)cc1 (stereo not given)
  10	-4	15	6	7	-6	-5	-2
- CC1(C)CC(=O)C2=C(C1)N(Cc1ccco1)C(=O)C2(NC(=O)C1CCCCC1)C(F)(F)F (stereo not given)
  -7	8	16	-1	8	7	5	9
- COC(=O)c1ccccc1S(=O)(=O)N1Cc2cc([N+](=O)[O-])ccc2Oc2ccccc21
  20	2	8	0	16	5	0	9
- CC1CCN(S(=O)(=O)c2ccc(-c3nnc(SCc4cccnc4)o3)cc2)CC1
  12	-24	-46	-9	-4	-3	9	-5
- COc1cc(/C=C2\CC/C(=C\c3ccc(OCCO)c(OC)c3)C2=O)ccc1OCCO
  14	-60	8	-14	5	-8	-12	8
- CC(=O)Nc1ccc(NC(=O)c2ccc(COc3ccccc3Br)o2)cc1
  7	2	-3	-9	3	4	2	-26
- COc1ccc(NC(=O)c2cc(-c3cc(OC)c(OC)c(OC)c3)nc3ccccc23)cc1OC
  30	-7	23	-6	11	-9	-16	-22
- CCc1nn(CCCC(=O)NCc2ccc(C)cc2)c(=O)c2cc3occc3n12
  4	4	-4	11	16	1	-6	-3
- COc1ccc(CCNC(=O)c2ccc(OC)c(OC)c2)cc1OC
  -37	2	11	3	7	-17	-16	-5
- CC1=C(C(=O)N2CCOCC2)C(c2ccsc2)C2=C(CCCC2=O)N1 (stereo not given)
  -6	11	7	3	-16	3	13	7
- Cc1cc(C)cc(-n2c(O)c(C=NC3CCS(=O)(=O)C3)c3ccccc3c2=O)c1 (stereo not given)
  -4	0	31	-7	1	5	2	-1
- CCOCCCNCC(=O)Nc1ccc(S(=O)(=O)NC(C)CC)cc1 (stereo not given)
  -16	2	1	-3	-6	-1	5	-3
- CC(C)(C)c1ccc(C(=O)Oc2ccc3c(c2)OCC3=O)cc1
  7	-7	-11	-12	0	-9	3	-16
- CCOC(=O)CCN(c1ccccc1)S(=O)(=O)c1ccc(-c2ccc(=O)[nH]n2)s1
  0	-3	-10	3	18	-8	10	7
- CCOc1ccccc1NC(=O)COC(=O)c1ccccc1SCC(=O)N1CCCC1
  19	2	13	-13	9	-13	6	5
- C=CCN(C(=O)CCC(=O)Nc1cc(C)on1)C(C(=O)NC1CCCC1)c1ccc(Cl)cc1 (stereo not given)
  3	-2	5	0	16	26	-2	-10
- O=C(Cn1cc(C(F)(F)F)ccc1=O)NCCc1ccc(Cl)cc1Cl
  16	-17	-15	-6	0	0	13	-1

Random excerpt: four records from the list.
Fields: Apaf-1 inh	UBC13 inh	697 NFkB inh	SENP8 inh	CCR6 antag	Gli-Sufu block	Jurkat NFkB inh	EBI2 block
- Cc1ccc(-c2nnn(CC(=O)N(Cc3cccs3)C(C(=O)NC3CCCC3)c3ccco3)n2)o1 (stereo not given)
  -1	-5	24	-5	9	6	18	2
- CC(=O)N1c2ccc(S(=O)(=O)N3CCCCC3)cc2CC1C(=O)NCc1ccc(N(C)C)cc1 (stereo not given)
  10	-4	15	6	7	-6	-5	-2
- CC1(C)CC(=O)C2=C(C1)N(Cc1ccco1)C(=O)C2(NC(=O)C1CCCCC1)C(F)(F)F (stereo not given)
  -7	8	16	-1	8	7	5	9
- COC(=O)c1ccc(OC(=O)N2CCOCC2)cc1
  -8	8	11	10	5	-2	7	-9

Bioassay records (PubChem)
